Luc counter: counter-screen: inhibitors of Kinase-Glo firefly luciferase. Kinase-Glo luciferase, ATP luminescence, 8 min. 0.28% of 200,000 active. Potency, µM (highest dose often 38.3 µM), for inactives: at the highest dose activity change, negative = inhibition, actives largely listed as inhibitors; note: potency is the fitted concentration of half-maximal effect; % is set by controls: 0 for no effect and ±100 for the full control effect; nearly all actives have a fitted effect of over 60% in size
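Substrate mix (final 50 mM imidazole pH 7.2, 50 mM KCl, 7 mM MgCl2, 10 uM ATP, 0.01% Tween 20, 0.05% BSA) plus pin-tool compound, then Kinase-Glo detection mix; 8 min ambient, luminescence read.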
HTT ATP protect: Huntington cell model cytoprotection by ATP luminescence. PC12 HTT-Q103 induced, cytoprotection, ATP luminescence, 40 h. Potency, µM (highest dose often 56.4 µM), inactives show cytoprotection (ATP increase), hits mostly activators. 0.14% of 230,000 active;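 note: potency is the fitted concentration of half-maximal effect; % of control where 0% means no effect; nearly all actives have a fitted effect of over 45% in size; toxic huntingtin expression switched on by the ecdysone agonist tebufenozide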
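Stable PC12 Q103-GFP cells in serum-supplemented, phenol red-free DMEM; induction by tebufenozide at 100 nM final; compound dose series; cell viability quantified luminescently from ATP.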
HTT aggregate: mutant huntingtin aggregation inhibition; PC12 HttQ103-GFP aggregates, Acumen cytometry, 40 h; Potency, µM (highest dose often 46.1 µM), for the others: at the top dose activity change, negative = inhibition, hits mostly inhibitors; 1.1% of 220,000 active; AID 1688; note: potency is the fitted concentration of half-maximal effect; % is set by controls: 0 for no effect and ±100 for the full control effect; nearly all actives have a fitted effect of over 60% in size
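PC12 cells stably carrying ecdysone-inducible HTT exon 1 Q103–GFP were induced with tebufenozide (100 nM final) and treated with library compounds in titration. GFP aggregates in lysates were counted by laser scanning cytometry.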
SMN2 splice enh: SMN2 splice variant enhancement | HEK293 SMN2-luciferase splicing reporter, luminescence, 30-36 h | Potency, µM (top dose mostly 46.1 µM), for the others: at the top dose activity change, positive = activation, hits mostly activators | 2.8% of 210,000 active | AID 1458; note: potency is the fitted concentration of half-maximal effect; % of control where 0% means no effect; nearly all actives have a fitted effect of over 55% in size
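HEK293 cells carry an SMN2 […]–luciferase reporter in which exon 7 inclusion puts luciferase in frame. Cells were plated 10-12 h before compound addition, then incubated 30-36 h at 37C. ONE-Glo luminescence was read; sodium butyrate at 4.5 mM final served as control.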
CBFb RUNX1 block: inhibitors of human CBF-beta and RUNX1 interaction; AlphaScreen CBFb-His/RUNX1-biotin binding, biochemical; Potency, µM (doses to about 59.8 µM), without a hit: top-dose activity, negative = inhibition, actives largely listed as inhibitors; 230,000 tested, under 10 active; Q01196+Q13951; note: % of control where 0% means no effect
Target sequence (Q01196 whole entry, looked up): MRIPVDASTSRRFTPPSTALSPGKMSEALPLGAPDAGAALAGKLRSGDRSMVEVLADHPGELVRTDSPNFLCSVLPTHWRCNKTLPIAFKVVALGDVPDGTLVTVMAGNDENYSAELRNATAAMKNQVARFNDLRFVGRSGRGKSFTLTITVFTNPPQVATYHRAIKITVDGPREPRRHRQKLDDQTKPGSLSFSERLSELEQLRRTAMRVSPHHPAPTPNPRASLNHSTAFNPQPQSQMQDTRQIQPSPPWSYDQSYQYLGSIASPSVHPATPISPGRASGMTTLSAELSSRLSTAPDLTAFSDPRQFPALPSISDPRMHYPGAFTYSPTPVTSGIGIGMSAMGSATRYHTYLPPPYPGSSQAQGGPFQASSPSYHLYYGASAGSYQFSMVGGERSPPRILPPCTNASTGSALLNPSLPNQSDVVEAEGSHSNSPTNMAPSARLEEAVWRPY
Target sequence (Q13951 whole entry, looked up): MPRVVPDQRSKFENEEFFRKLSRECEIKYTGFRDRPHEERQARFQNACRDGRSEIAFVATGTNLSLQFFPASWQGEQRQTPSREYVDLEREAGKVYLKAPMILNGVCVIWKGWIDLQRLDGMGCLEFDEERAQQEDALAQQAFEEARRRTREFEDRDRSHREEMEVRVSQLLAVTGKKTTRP
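CBFb-His/RUNX1-biotin, 30 nM each, preincubated 20 min RT; compound 15 min RT; Ni + streptavidin beads 50 ng each, 90 min RT; AlphaScreen read.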
Lamin A splicing: LMNA splicing modulation | HeLa LMNA splicing GFP/RFP minigene ratio, 48 h | Potency, µM (highest dose often 46.1 µM), for inactives: at the highest dose ratio change, negative = inhibition, most hits filed as inhibitors | 0.01% of 200,000 active | AID 1487; active = well fitted inhibition curve with a large enough effect in the signal ratio, with a control signal flat, not every such curve was filed as active; inconclusive = small, poorly fitted or top-dose-only effect, or effect the other way, or a change in a side signal; the % refers to the signal ratio; note: potency is the fitted concentration of half-maximal effect; % is set by controls: 0 for no effect and ±100 for the full control effect
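Read-out is the ratio of GFP to DsRed2 object intensity, acquired by 488 nm laser-scanning cytometry on HeLa lamin A-EGFP minigene reporter cells. Compound incubation 48 hrs at 37 °C in Opti-MEM with 2% FBS; DMSO 0.5% final.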
IMPase Li cell: membrane-permeable IMPase blocker, potentiated with lithium; CHO-M1 cells, IP1 TR-FRET (IP-One), carbachol + lithium; AID 1457; Potency, µM (highest dose often 59.4 µM), inactives show at the highest dose activity, negative = IMPase inhibition, actives largely listed as inhibitors; 0.35% of 210,000 active;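 note: IP1 builds up when IMPase is blocked and the TR-FRET signal falls; potency is the fitted concentration of half-maximal effect; plate controls were basal vehicle for no effect and high inhibitor control for full effect; nearly all actives have a fitted effect of over 50% in size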
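Steps: plate 2000 CHO-M1 cells per well and culture 16–30 h; add compound and lithium; incubate 30 min, 37C; add d2-IP1 tracer and Eu cryptate anti-IP1 antibody in lysis buffer; read after 10 min at room temperature.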
* = called active by the depositor; ? = inconclusive; / = not tested or not shown; & = joins results of further samples; ! = a repeat was not active; [ ] = remark or other dose. Unless noted, calls come from the whole dose curve; as a rule, active = well fitted curve in the direction sought with a large enough effect; inconclusive = small, poorly fitted or top-dose-only effect, or another doubt; inactive = no such curve, though single readings can be large; an effect the other way counts as inactive or inconclusive.

SMILES	Luc counter	HTT ATP protect	HTT aggregate	SMN2 splice enh	CBFb RUNX1 block	Lamin A splicing	IMPase Li cell
O=C(N/N=C/c1cccc([N+](=O)[O-])c1)c1cccc(Br)c1	3%	-28%	-15%	22%	-2%	3%[46 µM]	-2%
O=C(COc1cccc(C(F)(F)F)c1)Nc1ccc(S(=O)(=O)N2CCCC2)cc1	1%	0%	4%	?	7%	?	7%[38.3 µM]
O=C(NCCc1ccccc1)c1ccc(=O)oc1	-1%	-20%[0.074 µM]	-14%	22%	5%	11%	5%[38.3 µM]
Cc1ccccc1NC(=O)N1CCN(S(=O)(=O)c2ccccc2)CC1	1%	-9%[10 µM]	6%[9.22 µM]	/	6%	5%[46 µM]	2%
CN1C(=S)SC(/[N+]([O-])=C\c2ccco2)C1(C)C (configuration not stated)	-2%	7%[0.074 µM]	4%[9.22 µM]	20%	1%	2%	-1%[38.3 µM]
COc1ccc(N2CC(C(=O)Nc3ccc(S(=O)(=O)N4CCOCC4)cc3)CC2=O)cc1 (configuration not stated)	-3%	/	7%	1%	-2%	19%[46 µM]	10%
CCOc1ccc(N2C(=O)S/C(=C\c3ccc(O)c(OC)c3)C2=O)cc1	/	2%[10 µM]	16%[9.22 µM]	/	6%	/	/
CCCCn1c(=O)n(CC(=O)Nc2c(CC)cccc2CC)c(=O)c2c1nc(CO)n2CCC	/	7%[0.074 µM]	-2%	/	0%	5%	/
CC(C)CC(c1nnnn1C1CCCC1)N1CCN(c2ccccc2F)CC1 (configuration not stated)	3%	-26%[10 µM]	-13%	-22%	13%	-5%	39%[38.3 µM]
COc1cccc(/C=N/n2c(-c3ccco3)nc3ccccc3c2=O)c1	-1%	-9%[10 µM]	-6%	0.79µM*	7%	-20%	20%
COCCNC(=O)CNS(=O)(=O)c1ccc2nc(C)sc2c1	7%	-15%	0%	10%	0%	-1%	-5%[38.3 µM]
CC1CCC(NC(=O)C(NC(=O)c2ccccc2)C(C)C)CC1 (configuration not stated)	1%	-3%[10 µM]	10%[9.22 µM]	/	4%	?	18%
CC1Oc2ccccc2N(CC(=O)NCC2CCCO2)C1=O (configuration not stated)	1%	-21%[10 µM]	-2%	-2%	6%	?	-15%[38.3 µM]
COc1ccccc1NCC(=O)N/N=C(\C)c1cccs1	0%	-32%	5%	-23%	-6%	/	2%
C=CCNC(=S)NNC(=O)c1ccco1	-3%	/	/	-9%	2%	/	-1%
CCC(OC(=O)c1nsc(Cl)c1Cl)C(=O)NC(C)(C)C (configuration not stated)	1%	2%	-1%	0%	-4%	4%[46 µM]	1%
O=C(NCc1cccs1)c1ccc2ccccc2n1	-3%	-25%	-3%	-8%	6%	/	4%
Cc1cc(NN)nc(NS(=O)(=O)c2ccccc2)n1	1%	-9%[10 µM]	-18%[9.22 µM]	/	-2%	/	-11%
O=C(c1ccc(S(=O)(=O)N2CCCC2)cc1)N1CCCCCC1	/	-1%[10 µM]	-23%[9.22 µM]	/	2%	/	/
COc1ccc(OC)c(C2C(C(=O)Nc3ccc(F)cc3)=C(C)Nc3nc(CCCO)nn32)c1 (configuration not stated)	-2%	-23%[10 µM]	5%	0%	6%	-12%	0%[38.3 µM]
COc1nc(N/N=C/c2ccc(C)cc2)nc(N2CCCCC2)n1	-4%	-11%[10 µM]	-15%	0%	-4%	-12%	0%
Cn1cc(C2=C(c3ccc(Cl)cc3Cl)C(=O)NC2=O)c2ccccc21	-2%&1%	32µM*!	/	-8%	-2%	?	23%&6%
Cc1oc2nc(SCCCC(=O)NCCCO)nc(N)c2c1C	-5%	-3%	3%	-13%	9%	4%	13%[38.3 µM]
CC(CCc1ccccc1)NC(=O)C(=O)Nc1ccccc1 (configuration not stated)	-6%	0%[0.074 µM]	5%	14µM*	7%	-4%	4%
O=C(CCN1CCc2ccccc21)c1ccc2c(c1)OCCO2	-6%	-44%[inhibitor]	?	-5%	-26%	?	46%[activator][38.3 µM]
Cc1noc(NS(=O)(=O)c2ccc(NC(=O)CSc3nc4ccccc4[nH]3)cc2)c1C	2%	-11%	15%	7%	-2%	3%	25%[38.3 µM]
Cc1ccc(C)c(N(CC(=O)NCCSCc2ccco2)S(C)(=O)=O)c1	-2%	-9%[10 µM]	14%	14%	-13%	8%	-4%[38.3 µM]
Cc1ccc(NC(=S)N(CCCN2CCC(C)CC2)Cc2ccco2)cc1C	1%	?	-3%	-8%	0%	/	10%
O=c1[nH]c(CN2CCN(c3ccc([N+](=O)[O-])cc3)CC2)nc2ccsc12	-4%	1%	-15%	-36%[inhibitor]	-11%	?	23%[38.3 µM]
Cc1cc([N+](=O)[O-])ccc1NC(=O)c1ccc(NC(=O)C(C)C)cc1	1%	-1%[10 µM]	-13%	-11%	2%	-1%[46 µM]	11%
O=C(O)c1cccc(S(=O)(=O)Nc2ccc(O)c(Sc3nc4ccccc4s3)c2)c1	/	1%	-18%	/	8%	/	/
O=C(c1ccncc1)N(c1ccc2oc3c(c2c1)CCCC3)S(=O)(=O)c1ccc(F)cc1	5%	28%[10 µM]	?	1%	3%	?	9%
O=C(NC1=NCCS1)c1ccc(OCC2CCCO2)cc1 (configuration not stated)	-6%	-73%[inhibitor][10 µM]	5%	10µM*	5%	9%	-10%[38.3 µM]
O=C(CCCCCCN1C(=O)c2ccccc2C1=O)Nc1nccs1	3%	22%[10 µM]	-3%	-44%[inhibitor]	-3%	?	4%
COC(=O)C1=C(C)N(CCCC(=O)O)C(=O)NC1c1cccs1 (configuration not stated)	-2%	/	-8%	-22%	0%[2.36 µM]	?	4%
O=C(NC1CCCCC1)Oc1cccc2ccccc12	-2%	29%[10 µM]	25%[9.22 µM]	/	4%	5%[46 µM]	-1%
COCCn1c(C)cc(C(=O)CSc2nc(C)c(C)c(C)n2)c1C	0%	-7%	10%	-24%	-6%	/	1%
Cn1cnc2c(NCc3ccco3)ncnc21	-2%	-33%	6%	3%	4%	10%[46 µM]	-2%
CCN(CC)c1ccc2cc(-c3nnc(-c4ccccc4)o3)c(=O)oc2c1	2%	15%[10 µM]	7.1µM*	11µM*	2%	?	-5%
COc1cccc(NC(=O)C2CC2(c2cccc(OC)c2)c2cccc(OC)c2)c1 (configuration not stated)	-4%	-4%[10 µM]	9%	-3%	-1%	-8%	9%

Sorted by number of heavy atoms (low to high): part of the list above
SMILES	Luc counter	HTT ATP protect	HTT aggregate	SMN2 splice enh	CBFb RUNX1 block	Lamin A splicing	IMPase Li cell
Cc1oc2nc(SCCCC(=O)NCCCO)nc(N)c2c1C	-5%	-3%	3%	-13%	9%	4%	13%[38.3 µM]
O=C(CCCCCCN1C(=O)c2ccccc2C1=O)Nc1nccs1	3%	22%[10 µM]	-3%	-44%[inhibitor]	-3%	?	4%
O=c1[nH]c(CN2CCN(c3ccc([N+](=O)[O-])cc3)CC2)nc2ccsc12	-4%	1%	-15%	-36%[inhibitor]	-11%	?	23%[38.3 µM]
O=C(O)c1cccc(S(=O)(=O)Nc2ccc(O)c(Sc3nc4ccccc4s3)c2)c1	/	1%	-18%	/	8%	/	/

Carrying on:
SMILES	Luc counter	HTT ATP protect	HTT aggregate	SMN2 splice enh	CBFb RUNX1 block	Lamin A splicing	IMPase Li cell
CC(NC(=O)CCn1nc(-c2ccc(Cl)cc2)ccc1=O)c1ccccc1 (configuration not stated)	6%	-63%[inhibitor]	5%	-4%	5%	/	-7%
COC(=O)c1c[nH]n2c(=O)c(C(C)C)c(C)nc12	-4%	-28%	-21%	-28%	7%	?	-11%
Cc1cccc(N2CC(O)=C(c3nc4ccccc4n3C)C2=N)c1	-4%	-22%	14%	-37%[inhibitor]	10%	-5%	-13%[38.3 µM]
Cc1csc(NC(=O)Cc2coc3cc(C)c(C(C)C)cc23)n1	-4%	-2%	-20%	?	3%	?	0%[38.3 µM]
C[C@@H]1CC=C[C@@H]2[C@H]1C(=O)N(Cc1ccccc1)[C@H]2c1ccccc1Br	-1%[39.9 µM]	/	/	/	?	/	14%
COc1cc2c(cc1NC(=O)COC(=O)/C=C/c1ccccc1)oc1ccccc12	8%	-14%[10 µM]	1%	-3%	-4%	-9%	-9%
O=S(=O)(c1ccc(Cl)c(Cl)c1)c1snnc1-c1ccccc1	16%	-92%[inhibitor]	?	-5%	-1%	?	50%[activator][38.3 µM]
CCOc1cc(/C=N/NC(=O)c2cccnc2)ccc1OCC(=O)N(C)C	-1%	-17%[10 µM]	17%	9%	-6%	2%[46 µM]	-8%
CCOC(=O)C(=Cc1cn(C)c2ccc(S(=O)(=O)N(C)C)cc12)C(=O)OCC	-1%	13%[10 µM]	-7%[9.22 µM]	/	6%	?	8%
O=C(NCc1cccs1)C1CCCN1C(=O)Nc1cccc(F)c1 (configuration not stated)	3%	4%	-18%	14%	10%	/	1%
COc1ccccc1CN1C(=O)[C@@H]2C(CC(N)=O)NC3(C(=O)Nc4c3ccc(Cl)c4C)[C@@H]2C1=O (some centres not stated)	/	-8%[0.074 µM]	0%	/	-6%	-2%	/
O=C(O)Cc1ccc(NC(=O)c2cccs2)cc1	-4%	-24%	-9%	-5%	10%	3%	20%[38.3 µM]
COc1ccc(F)cc1S(=O)(=O)N1CCC(C(N)=O)CC1	2%	5%	5%	?	2%	0%	19%[38.3 µM]
Cc1nc2sc3c(c2c(=O)[nH]1)CCCCC3	/	8%[10 µM]	-14%[9.22 µM]	/	1%	/	/
CCOC(=O)c1ccccc1NC(=O)CSc1ccccc1	1%	-2%[10 µM]	-9%	-5%	11%	-9%	6%
COc1ccccc1-c1noc(CCCC(=O)N2CCOCC2)n1	/	-17%[10 µM]	-21%[9.22 µM]	/	21%	/	/
Cc1ccc(C(=O)N/N=C/c2ccc([N+](=O)[O-])s2)cc1	-5%	-42%[inhibitor]	-22%	-49%[inhibitor]	4%	8%	-7%[38.3 µM]
O=C(O)C1CN(c2nc(Cl)ccc2[N+](=O)[O-])C1	1%	-20%[10 µM]	21%	6%	-7%	-2%[46 µM]	11%
Cc1ccc([N+](=O)[O-])cc1NC(=O)C[n+]1ccccc1	1%	/	/	-6%	1%	19%[46 µM]	10%
CC1(C(=O)Nc2nnc(C(C)(C)C)s2)Cc2ccccc2C(=O)O1 (configuration not stated)	1%	-2%	-1%	-3%	-1%	-3%	1%[38.3 µM]
CC(/C=N/N1CCN(c2ccccn2)CC1)=C\c1ccccc1	-12%	17%[10 µM]	13%	?	-4%	-10%	-9%

Source: PubChem BioAssay
